# High-throughput results deposited in PubChem BioAssay by several laboratories.
# PolyA inh – polyadenylation inhibitors in yeast reporter cells, primary screen, luminescence, S. cerevisiae; S. cerevisiae SKY197-pL101 polyadenylation reporter, beta-gal luminescence; efflux-impaired pdr1/pdr3 knockout yeast; score 100 = 6 SD above DMSO; calls only at 12 µM; 300,000 tested, 0.02% active; AID 1875, 2009;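 active means lowest replicate activity score at least 50, where 100 means six control SD above control mean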;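 further: yeast exposed to compound for 9 h at 30 °C; higher score means more reporter readthrough which indicates perturbed polyadenylation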
# IEC-6 cytotox – cytotoxicity in IEC-6 intestinal epithelial cells, primary screen, cytotoxicity control for KLF5 inhibitor project, cell-based, luminescence; IEC-6 cytotoxicity, luminescence viability; AID 1825, 2009; inhibition, % at 5 µM; 290,000 tested, 0.78% active; in the data active means inhibition above about 22%;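 further: 0% = plate median of test compound wells and 100% = cytotoxic reference compound wells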
# AI-2 QS modul – Vibrio harveyi AI-2 quorum sensing modulators, primary screen, JMH597 strain, luminescence/OD600 ratio | Vibrio harveyi JMH597 AI-2 luminescence/OD600 ratio, 9 h; active compounds read low; strain lacks LuxN and CqsS sensors; 0 = neutral-control median | activity change, % at 7.5 µM | 300,000 tested, 0.4% active | AID 2094, 2009; in the data active means activity change below about -75%, passing the limit was not always enough;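 further: luminescence divided by OD600 gain over 9 h not by final OD600 alone; inactives centre near 13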
# HSF-1 act – HSF-1 activators, primary screen, NIH3T3-HGL cells, MG132 stress, luminescence, single point. 300,000 tested, 1.7% active. activation, % at 9 µM. NIH3T3-HGL HSF-1 luciferase reporter, 8 h; 100% = twice DMSO control signal;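 active means mean replicate activation of at least 50% with a set share of replicates each reaching 50%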;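 further: 0% = median of the neutral control wells and 100% = twice that signal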
# GSK3A inh – blockers of GSK3A enzyme activity – biochemical, luminescence, cell-free homogeneous, HTS, primary screen | Glycogen synthase kinase-3 alpha (Homo sapiens), P49840 | GSK-3 alpha kinase, ADP-Glo luminescence, 60 min | inhibition, % at 10 µM | 320,000 tested, 0.1% active | AID 2650, 2010;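 in the data active means inhibition above about 50%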;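 further: GST-tagged GSK-3 alpha with peptide substrate and 25 µM ATP; 0% = DMSO neutral wells and 100% = GW8510 positive control wells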
# Target sequence (P49840 whole entry, looked up): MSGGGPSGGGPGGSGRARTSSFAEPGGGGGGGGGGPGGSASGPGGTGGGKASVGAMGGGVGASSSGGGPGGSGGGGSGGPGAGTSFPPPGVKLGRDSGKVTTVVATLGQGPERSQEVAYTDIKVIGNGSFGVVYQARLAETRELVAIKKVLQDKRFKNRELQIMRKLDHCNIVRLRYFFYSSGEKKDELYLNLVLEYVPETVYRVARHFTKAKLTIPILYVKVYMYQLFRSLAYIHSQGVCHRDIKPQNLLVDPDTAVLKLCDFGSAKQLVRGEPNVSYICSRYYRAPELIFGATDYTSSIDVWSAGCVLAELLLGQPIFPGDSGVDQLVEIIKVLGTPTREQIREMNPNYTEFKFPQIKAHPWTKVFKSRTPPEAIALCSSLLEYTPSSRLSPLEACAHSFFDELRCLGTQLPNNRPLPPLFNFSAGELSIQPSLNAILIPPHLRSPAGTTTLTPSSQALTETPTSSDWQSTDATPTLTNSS
# HSF1 inhib – HSF1 inhibitors in luciferase reporter cells, primary screen, cell-based, NIH3T3, luminescence; NIH3T3-HGL HSE-luciferase, MG132-induced, luminescence 8 h; active compounds read low; activity change, negative = inhibition, % at 7.5 µM (by protocol); 300,000 tested, 0.77% active;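 active means more than half of replicate wells show activity change below -50%, luminescence cut by over half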;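 further: luciferase reports HSF-1 transcriptional activity via heat shock element; 0% = median of DMSO wells and -100% = zero luminescence signal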
# aSyn UTR inh – MLPCN primary screen, SNCA 5' untranslated region; inhibition, % (tested at 7.5 µM); 300,000 tested, 0.82% active; AID 1813, 2009; alpha-synuclein 5'UTR reporter, inhibitor activity; in the data active means inhibition above about 60%;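 further: H4 neuroglioblastoma cells stably carrying SNCA 5'UTR luciferase fusion; 0% = DMSO wells and 100% = positive control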
# HSP90 refold inh – HSP90 inhibitors, primary screen, cell lysate, luminescence | Heat shock protein HSP 90 (rabbit reticulocyte lysate; luciferase refolding) | Rabbit reticulocyte lysate, luciferase refolding luminescence, 3 h | inhibition, % at 5.6 µM | 290,000 tested, 0.91% active | AID 1789, 2009;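 active means inhibition above the screen-wide mean plus 3 SD, computed separately per campaign, cut at about 16% in these data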;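 further: 0% = DMSO wells and 100% = 60 µM geldanamycin wells; inhibitors lower the luminescence because luciferase stays unfolded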
# GSK3beta inhib – human GSK3beta kinase inhibitors, primary screen, biochemical, cell-free homogeneous, HTS; 300,000 tested, 0.038% active; activity score (negative = inhibition), % at 10 µM; GST-GSK3beta kinase, ADP-Glo luminescence, 60 min; active compounds read low; Glycogen synthase kinase-3 beta (Homo sapiens), P49841; AID 2097, 2009;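 active means more than half of replicate wells score below -50%, meaning over 50% inhibition versus plate controls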;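 further: 0% = median DMSO wells and -100% = median GW8510 positive control wells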
# Target sequence (P49841 whole entry, looked up): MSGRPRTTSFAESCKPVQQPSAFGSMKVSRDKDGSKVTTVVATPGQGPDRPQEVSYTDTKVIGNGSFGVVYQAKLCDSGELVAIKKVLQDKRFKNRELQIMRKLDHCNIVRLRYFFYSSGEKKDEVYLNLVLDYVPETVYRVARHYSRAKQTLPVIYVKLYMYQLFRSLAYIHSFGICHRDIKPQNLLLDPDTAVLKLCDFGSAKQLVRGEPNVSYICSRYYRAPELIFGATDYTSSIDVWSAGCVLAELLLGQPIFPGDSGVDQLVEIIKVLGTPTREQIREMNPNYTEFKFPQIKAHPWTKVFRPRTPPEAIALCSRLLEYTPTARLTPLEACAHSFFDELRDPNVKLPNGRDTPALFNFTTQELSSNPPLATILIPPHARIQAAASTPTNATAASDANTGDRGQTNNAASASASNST
#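 Assay system: GST-tagged human GSK3beta kinase, cell-free; Input: 1.6 ng GSK3beta; Medium: Tris/MgCl2 kinase buffer; Timing: 60 min enzyme reaction, room temperature; Signal: ADP-Glo luminescence quantifying ADP generated by kinase; Evaluation: score relative to plate controls; Benchmarks: DMSO neutral wells and GW8510 at 20 µM as positive.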
# KLF5 inh – KLF5 expression inhibitors, primary screen, DLD-1 cells, luminescence | DLD-1 KLF5 promoter-luciferase reporter | inhibition, % at 5 µM | 290,000 tested, 0.23% active | AID 1700, 2009;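 active means inhibition above a per-plate limit of that plate's mean compound inhibition plus 3 SD, cut at about 60% in these data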;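 further: 0% = DMSO wells and 100% = LY294002 at 200 µM; higher means less KLF5 promoter-driven luciferase light; inactives centre near -14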
# Numbers without * were called inactive; i = inactive; · = no result given. An excerpt. The share of hits here may be higher or lower than overall.
# The opening ten entries, ahead of the listing:
SMILES,PolyA inh,IEC-6 cytotox,AI-2 QS modul,HSF-1 act,GSK3A inh,HSF1 inhib,aSyn UTR inh,HSP90 refold inh,GSK3beta inhib,KLF5 inh
Cc1c(C(=O)NCCSc2ccc(Cl)cc2)cccc1[N+](=O)[O-],i,-2,30,16,1,-2,-3,-2,-8,-36
CCCCn1c(=O)nc2n(-c3ccc(C)cc3)c3ccccc3cc-2c1=O,i,3,3,·,0,·,-7,-3,-1,-2
O=c1[nH]c2ccccc2nc1/C=C/c1ccc(O)cc1,i,4,9,39,·,36,-214,-1,-5,-117
CCN1CCN(CCCNC(=O)CNC(=O)c2nn(-c3ccc(OC)cc3OC)c(=O)c3ccccc23)CC1,i,3,-11,-3,3,-5,-4,2,-3,-9
O=C(NCc1ccccc1)C1=C[C@H](C2CCCCC2)C[C@H](OCc2ccc(CO)cc2)O1,i,2,4,1,·,3,5,0,-2,-25
O=C(NCCNC(=O)c1ccc(Cl)cc1Cl)c1cnccn1,i,10,35,-16,-2,-7,6,3,-4,-6
CC(CCc1ccccc1)NC(=O)CNC(=O)COc1ccccc1 (centres undefined),i,-1,3,7,-4,1,7,0,-2,-15
Cn1c(Cc2csc(N)n2)nnc1SCC(=O)NC1CCCCC1,·,-2,24,·,0,·,·,0,-6,9
CCn1c(=S)sc2c(=O)n(CC(=O)Nc3cccc(Br)c3)c(C)nc21,i,-3,-6,1,-2,-4,1,3,-2,-3
CC(=O)Nc1ccc(NC(=O)COC(=O)/C(=C/c2ccccc2)n2nnnc2C)cc1,i,6,20,45,1,37,-15,8,1,-9

# The whole of this part, repeating the preview:
SMILES,PolyA inh,IEC-6 cytotox,AI-2 QS modul,HSF-1 act,GSK3A inh,HSF1 inhib,aSyn UTR inh,HSP90 refold inh,GSK3beta inhib,KLF5 inh
Cc1c(C(=O)NCCSc2ccc(Cl)cc2)cccc1[N+](=O)[O-],i,-2,30,16,1,-2,-3,-2,-8,-36
CCCCn1c(=O)nc2n(-c3ccc(C)cc3)c3ccccc3cc-2c1=O,i,3,3,·,0,·,-7,-3,-1,-2
O=c1[nH]c2ccccc2nc1/C=C/c1ccc(O)cc1,i,4,9,39,·,36,-214,-1,-5,-117
CCN1CCN(CCCNC(=O)CNC(=O)c2nn(-c3ccc(OC)cc3OC)c(=O)c3ccccc23)CC1,i,3,-11,-3,3,-5,-4,2,-3,-9
O=C(NCc1ccccc1)C1=C[C@H](C2CCCCC2)C[C@H](OCc2ccc(CO)cc2)O1,i,2,4,1,·,3,5,0,-2,-25
O=C(NCCNC(=O)c1ccc(Cl)cc1Cl)c1cnccn1,i,10,35,-16,-2,-7,6,3,-4,-6
CC(CCc1ccccc1)NC(=O)CNC(=O)COc1ccccc1 (centres undefined),i,-1,3,7,-4,1,7,0,-2,-15
Cn1c(Cc2csc(N)n2)nnc1SCC(=O)NC1CCCCC1,·,-2,24,·,0,·,·,0,-6,9
CCn1c(=S)sc2c(=O)n(CC(=O)Nc3cccc(Br)c3)c(C)nc21,i,-3,-6,1,-2,-4,1,3,-2,-3
CC(=O)Nc1ccc(NC(=O)COC(=O)/C(=C/c2ccccc2)n2nnnc2C)cc1,i,6,20,45,1,37,-15,8,1,-9
O=C(CC1C(=O)NCCN1Cc1c(F)cccc1Cl)NC1CCCC1 (centres undefined),i,0,1,·,15,·,17,3,-2,-22
COc1ccc2nc(NC(=O)Cn3cnc4c(=O)n(C)c(=O)n(C)c43)sc2c1,i,2,0,5,5,6,9,1,-4,-22
Cc1ccc(C(=O)CSc2nnc(-c3ccccc3)o2)cc1,i,0,-2,1,1,1,-12,14,-1,-4
O=c1cc(CSc2ccc(Cl)cc2)nc(-c2ccccc2)[nH]1,i,0,17,21,-1,19,-1,2,0,2
O=C1C2C3CC(C(Br)C3Br)C2C(=O)N1c1ccccn1 (centres undefined),i,-1,1,7,2,-1,-7,3,-1,-22
COC(=O)c1sc2nc(CN3CCN(c4ccc(OC)cc4)CC3)[nH]c(=O)c2c1C,i,9,15,-5,2,6,14,-2,-3,-14
C[C@H](NC(=O)c1ccccc1Cl)C(=O)NCCc1ccc(S(N)(=O)=O)cc1,i,3,13,56*,-3,7,0,-1,-2,-12
O=c1cc(-c2ccco2)nc(SCc2cccc(Cl)c2)[nH]1,i,0,-4,-10,1,1,-1,-1,2,-31
O=C(NCCc1ccccc1)c1ccc(-c2ccc(F)cc2)o1,i,10,7,15,-4,4,-30,-2,-1,-15
CCN(CC(=O)Nc1c(F)cccc1F)C(=O)CN1C(=O)NC2(CCCC2)C1=O,i,·,26,-8,-3,-6,-2,·,-3,·
CCOc1cc(/C=N\NC(=O)c2ccc(NC(=O)C(C)(C)C)cc2)ccc1OC(=O)c1ccc(OC)cc1,i,2,7,7,10,9,12,-3,0,-28
COc1cccc(C(=O)NCC(=O)OCC(=O)Nc2cc(OC)c([N+](=O)[O-])cc2C)c1,i,1,11,-12,3,-11,6,-3,0,-13
NS(=O)(=O)c1cccc(NC(=O)c2ccc3nc[nH]c3c2)c1,i,-5,5,-2,0,-2,0,2,0,-16
O=C(Nc1nnc(-c2ccccc2)o1)C1CCCN1S(=O)(=O)c1cccs1 (centres undefined),i,·,6,0,-2,-3,-11,·,2,·
COC(=O)c1[nH]c(C)c(/C(O)=C2\C(=O)C(=O)N(CCN3CCOCC3)C2c2cccs2)c1C (centres undefined),i,·,20,-3,-1,-4,9,·,2,·
# (listing goes on)
SMILES,PolyA inh,IEC-6 cytotox,AI-2 QS modul,HSF-1 act,GSK3A inh,HSF1 inhib,aSyn UTR inh,HSP90 refold inh,GSK3beta inhib,KLF5 inh
COCCNC(=O)c1onc(CSc2cccc(OC)c2)c1C(=O)O,i,0,12,-4,-1,-4,2,-2,-2,-20
CC(=O)c1cc2c(cc1NC(=O)Nc1cccc(Cl)c1)OCCO2,i,2,24,-17,-2,-10,21,2,1,-14
C=C(C)CNC(=S)N/N=C/c1ccc(NC(C)=O)cc1,i,8,16,42,-2,20,6,1,0,7
COc1ccc(CN(C)CC(=O)Nc2ccc(Cl)cc2C(F)(F)F)c(OC)c1,i,-7,6,-3,-1,-9,-6,0,1,-31
CCN(CC)S(=O)(=O)c1cccc(C(=O)Nc2ccc3c(c2)OCO3)c1,i,2,31,17,-2,10,-125,-2,5,-75
C/C(=N\NC(N)=O)C1(C)CCCCC1,i,-3,6,13,-1,-4,16,-4,1,-26
Cc1nc(C)c(-c2ccc(SCC(=O)Nc3ccc(F)cc3F)nn2)s1,i,4,11,3,1,5,16,-2,0,-39
CCN(CC)C(=O)C1CCCN(C(=O)Nc2ccc(NC(=O)N3CCCC(C(=O)N(CC)CC)C3)cc2)C1 (centres undefined),i,-8,29,-2,-3,-7,13,-2,1,-24
CCOc1ccc2ccccc2c1C(=O)NCC(c1ccc(N(C)C)cc1)N(C)C (centres undefined),i,1,16,-12,-1,2,-2,-7,-1,-20
CCN1CCN(C(=O)/C=C\C(=O)O)CC1,i,3,14,-5,19,-4,2,10,2,-1
CC(NC(=O)Cn1c(=O)[nH]c2ccsc2c1=O)C12CC3CC(CC(C3)C1)C2 (centres undefined),i,4,8,-12,-1,5,5,7,1,-34
COc1ccc(S(=O)(=O)NCCc2c[nH]c3ccc(C)cc23)cc1,i,3,-15,-6,3,5,0,-2,-21,-30
CCO[C@@H]1OC(C(=O)N2CCOCC2)=C[C@H](C2CCCCC2)[C@H]1CCCO,i,-1,23,5,0,-1,2,6,4,4
Nc1nnnn1CC(=O)N/N=C/c1cc([N+](=O)[O-])ccc1Cl,i,-8,28,24,-2,1,21,0,0,-3
CC(=O)Nc1ccc(Nc2nc3c(S(=O)(=O)c4ccc(C)c(C)c4)nnn3c3ccccc23)cc1,i,-1,10,74*,1,42,9,1,2,9
Cc1ccc2c(c1)S/C(=C\c1cccc[n+]1C)N2CCO,i,-5,19,-3,0,-7,-4,-2,-5,-17
O=C(NCc1ccccn1)c1ccc(NS(=O)(=O)c2ccccc2)cc1,i,0,8,-4,-1,-11,-16,3,-2,-11
COc1ccc(NC(=O)c2cc3c(=O)n(C)c4ccccc4c3n2C)cc1Cl,i,-4,0,0,-2,1,-72,-1,0,-23
CC(C)C(OC(=O)c1cccc(S(=O)(=O)NCC(F)(F)F)c1)C(=O)NC(N)=O (centres undefined),i,1,20,0,0,-1,11,2,3,-6
CN1CCc2c(sc(NC(=O)Cc3ccccc3)c2C(N)=O)C1,i,4,13,21,-3,2,3,1,3,-16
COc1ccc(C)cc1S(=O)(=O)N1CCC(C)CC1,i,-1,18,-13,2,1,28,-2,1,4
CC(=O)C1=C(C)Nc2ncnn2C1c1ccc(O)cc1 (centres undefined),i,5,-2,-5,-2,-4,-2,3,-3,7
Cc1nc(NC(=O)C2CC2)sc1C(=O)Nc1ccc(Br)cc1,i,13,-2,10,-3,5,9,-4,1,-7
CC1=C(C)CC(C(=O)Nc2nccs2)C(C(=O)O)C1 (centres undefined),i,-2,3,-7,-1,-5,-14,6,0,-1
Cc1ccc(C2C3=C(CCCC3=O)Nc3nc(SCC(=O)NCc4ccco4)[nH]c(=O)c32)cc1 (centres undefined),i,0,6,-9,2,-3,-11,-1,3,4
O=c1[nH]ncc(N/N=C\c2ccncc2)c1Cl,i,6,13,6,28,2,17,6,-5,-3
COc1ccc(N(CC(=O)N/N=C/c2ccco2)S(=O)(=O)c2ccccc2)cc1,i,-5,9,-7,2,-5,27,3,-2,10
c1ccc(-c2ccc(SCc3cccnc3)nn2)nc1,i,8,-8,15,0,5,-75,3,4,-80
CN1CCC(C2(O)c3ccccc3CSc3sccc32)CC1 (centres undefined),·,3,·,·,0,·,·,3,·,2
